Bioassay records as filed in PubChem.
POLH inh: blocks human DNA polymerase eta activity. Q9Y253. Potency, µM (highest dose often 114 µM), for the others: top-dose activity change, negative = inhibition, actives largely listed as inhibitors. actives 1.2% (n = 390,000). recombinant Pol eta, fluorescent DNA replication assay; note: potency is the fitted concentration of half-maximal effect; % is set by controls: 0 for no effect and ±100 for the full control effect
Target sequence (Q9Y253 whole entry, looked up): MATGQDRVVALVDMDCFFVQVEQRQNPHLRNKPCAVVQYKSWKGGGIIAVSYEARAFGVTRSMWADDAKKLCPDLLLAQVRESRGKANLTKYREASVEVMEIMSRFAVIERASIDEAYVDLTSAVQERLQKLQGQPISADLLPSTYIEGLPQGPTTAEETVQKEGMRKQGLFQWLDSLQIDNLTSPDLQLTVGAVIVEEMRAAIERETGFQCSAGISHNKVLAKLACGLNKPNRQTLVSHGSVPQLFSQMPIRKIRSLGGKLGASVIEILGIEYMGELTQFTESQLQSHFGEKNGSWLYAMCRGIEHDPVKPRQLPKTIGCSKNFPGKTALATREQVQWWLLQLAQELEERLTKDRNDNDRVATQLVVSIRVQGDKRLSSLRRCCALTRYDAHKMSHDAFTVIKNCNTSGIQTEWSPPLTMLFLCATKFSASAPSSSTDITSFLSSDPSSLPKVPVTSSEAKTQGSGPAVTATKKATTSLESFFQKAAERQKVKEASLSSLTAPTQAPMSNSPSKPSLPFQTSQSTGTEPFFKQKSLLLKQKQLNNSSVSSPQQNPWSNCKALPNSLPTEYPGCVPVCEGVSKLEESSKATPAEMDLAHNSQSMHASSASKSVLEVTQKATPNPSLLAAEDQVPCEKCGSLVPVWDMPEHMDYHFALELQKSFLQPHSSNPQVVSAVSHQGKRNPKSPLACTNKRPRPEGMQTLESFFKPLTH
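Pol eta (10 nM) was preincubated with compounds for 15 min at room temperature, after which fluorescent replication substrate (50 nM final) was added to start the reaction. Fluorescence was read kinetically at 0 and 10 min.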
Pol kappa inh: inhibitors of human DNA polymerase kappa; Q9UBT6; purified Pol kappa, fluorescent DNA synthesis assay, 10 min; Potency, µM (doses to about 107 µM), for the others: at the highest dose activity, negative = inhibition, usual class: inhibitors; actives 0.53% (n = 400,000); note: potency is the fitted concentration of half-maximal effect; % is set by controls: 0 for no effect and ±100 for the full control effect
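Here, compound and 10 nM enzyme are combined for 15 min at room temperature; adding 50 nM substrate (final) starts DNA synthesis, tracked by fluorescence at 0 and 10 min against buffer-only wells.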
Anesthetic bind: binds horse apoferritin like a general anesthetic; AID 485281; P02791; Potency, µM (doses to about 77.5 µM), for the others: at the top dose activity change, negative = displacement, hits mostly inhibitors; apoferritin/1-aminoanthracene competitive binding, fluorescence; actives 0.074% (n = 350,000); note: potency is the fitted concentration of half-maximal effect; % is set by controls: 0 for no effect and ±100 for the full control effect; nearly all actives have a fitted effect of over 20% in size
Target sequence (P02791 2-175 limits assumed): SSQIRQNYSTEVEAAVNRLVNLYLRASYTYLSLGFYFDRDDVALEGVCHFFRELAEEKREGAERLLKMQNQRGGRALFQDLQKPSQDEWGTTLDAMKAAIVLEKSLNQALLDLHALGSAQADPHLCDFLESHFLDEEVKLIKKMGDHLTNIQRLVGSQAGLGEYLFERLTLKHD
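Probe: 1-aminoanthracene (50% saturated, PBS). Protein: horse-spleen apoferritin, 10 uM. Incubation: 10 min, room temperature. Detection: 380 nm excitation, 535 nm emission. Analysis: normalized response, four-parameter Hill.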
ERG-DNA inh: blocks human ERG Ets domain binding to DNA | AID 624246 | fluorescence polarization, His-ERG Ets domain / labelled DNA | actives 0.028% (n = 370,000) | P11308 | Potency, µM (doses to about 76.9 µM), inactives show at the highest dose FP activity, negative = inhibition, most hits filed as inhibitors; active = well fitted inhibition curve with a large enough effect in the polarisation, with a control signal flat; inconclusive = small, poorly fitted or top-dose-only effect, or effect the other way, or a change in a side signal; inactive = no such curve, though single readings can be large or run the other way; the % refers to the polarisation;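 note: polarization taken with two DNA probes labelled with fluorescein and Texas red; potency is the fitted concentration of half-maximal effect; % of control where 0% means no effect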
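His-tagged ERG Ets domain (1 uM in the protein solution; 300mM KCl, 50mM Tris-HCl, 1mM EDTA, 1mM DTT, pH 7.5) received compound, then a probe mix of 5 nM fluorescein-DNA and 100nM Texas-615-DNA. Fluorescence polarization was read for both dyes.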
RGS4 inh: inhibitors of human regulator of G protein signaling 4 | Potency, µM (titrated, usually from 114 µM), for inactives: at the highest dose activity change, negative = inhibition, actives largely listed as inhibitors | Transcreener GDP fluorescence polarization, RGS4-accelerated GTP hydrolysis | AID 504845 | actives 0.039% (n = 390,000) | P49798; note: potency is the fitted concentration of half-maximal effect; % is set by controls: 0 for no effect and ±100 for the full control effect; nearly all actives have a fitted effect of over 75% in size; some results filed as inactive show a strong effect at the top dose
Target sequence (P49798 whole entry, looked up): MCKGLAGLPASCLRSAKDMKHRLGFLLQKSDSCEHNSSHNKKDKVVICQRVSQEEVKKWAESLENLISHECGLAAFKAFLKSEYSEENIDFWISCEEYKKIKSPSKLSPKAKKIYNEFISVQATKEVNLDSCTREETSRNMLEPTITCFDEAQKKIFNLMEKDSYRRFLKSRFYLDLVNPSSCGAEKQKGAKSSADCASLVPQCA
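MLSMR compounds (23 nl, pin-transferred) preincubated 10 min at room temperature with a 500nM (2x) first reagent, then RGS4 at 900nM (2x) plus Transcreener GDP mix added; fluorescence polarization (620/688 nm) read before and after 90 min at 30 °C.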
APEX1 inh: blocks human APE1 abasic DNA cleavage; recombinant APE1, TAMRA/BHQ-2 abasic DNA cleavage fluorescence; AID 2517; Potency, µM (titrated, usually from 65.8 µM), for inactives: top-dose activity change, negative = inhibition, usual class: inhibitors; P27695; actives 0.35% (n = 350,000);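 note: potency is the fitted concentration of half-maximal effect; plate controls were vehicle for no effect and reference inhibitor for full effect; nearly all actives have a fitted effect of over 55% in size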
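Enzyme (0.75 nM final) and test compound are incubated 15 min at room temperature before adding 50 nM quenched THF abasic-site duplex. Cleavage dequenches TAMRA, followed at 525/598 nm over three reads one minute apart.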
LDHA inh: blocks human lactate dehydrogenase A; P00338; purified LDHA, NADH/diaphorase-resazurin fluorescence; active compounds read low; activity change, % (values are at about 110 or 230 µM); actives 0.15% (n = 480,000); in the data active = activity change below about -30%; inconclusive = mostly about -25% to -30%;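 note: plate controls were DMSO wells for no effect and wells without enzyme for full effect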
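LDH5 2 nM; NADH 0.06 mM, pyruvate 0.2 mM; 200 mM Tris pH 7.4, EDTA, Tween-20; 5 min RT. Detection: diaphorase 0.133 mg/mL + resazurin 37 µM, fluorescence ex540/em590 at 0 and 20 min; normalized to enzyme-free and DMSO wells.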
Pol beta inh: inhibitors of human DNA polymerase beta. Pol beta primer extension/strand displacement, fluorescence kinetic. Potency, µM (doses to about 114 µM), inactives show at the highest dose activity change, negative = inhibition, usual class: inhibitors. actives 1.3% (n = 340,000). AID 485314; note: potency is the fitted concentration of half-maximal effect; % is set by controls: 0 for no effect and ±100 for the full control effect
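Human Pol beta at 10 nM; strand-displacement substrate 50 nM final. Compound exposure 15 min at room temperature before start, reaction 10 min at room temperature.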
12-LOX inh: blocks human arachidonate 12S-lipoxygenase; P18054; purified 12hLO, xylenol orange hydroperoxide absorbance; Potency, µM (doses to about 108 µM), for the others: at the highest dose activity change, negative = inhibition, actives largely listed as inhibitors; actives 1.1% (n = 580,000); AID 1671190; note: potency is the fitted concentration of half-maximal effect; % is set by controls: 0 for no effect and ±100 for the full control effect
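Purified human 12hLO (150 nM final) in 25 mM Hepes, 0.01% Triton X-100, pH 7.0 was preincubated 15 min at room temperature with compound. Then 40 uM arachidonic acid was added, 30 min. Hydroperoxide was read by Fe-XO absorbance ratio 573/405 nm.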
* = called active by the depositor; ? = inconclusive; nt = no result given; & = joins results of further samples; [ ] = dose if it differs, or a comment. Unless noted, calls come from the whole dose curve; as a rule, active = well fitted curve in the direction sought with a large enough effect; inconclusive = small, poorly fitted or top-dose-only effect, or another doubt; inactive = no such curve, though single readings can be large; an effect the other way counts as inactive or inconclusive. Not all compounds are listed. The share of hits here may be higher or lower than overall.

mol,RGS4 inh,POLH inh,Pol beta inh,Pol kappa inh,Anesthetic bind,ERG-DNA inh,12-LOX inh,APEX1 inh,LDHA inh
O=C(NCCCN1CCOCC1)C(=O)NCc1ccccc1Cl,3%,-3%,59%,-6%,-7%,0%,-12%,11%,-1
O=C(COC(=O)Cn1[nH]c(=O)c2ccccc2c1=O)Nc1ncc(Cl)cc1Cl,-18%,?,nt,-35%,nt,3%,?,-9%,2
O=C(NCCCn1ccnc1)C(=O)NCC(c1cccnc1)N1CCN(c2ccccc2)CC1 (centres undefined),9%,2%,-2%,-16%,-11%,-11%,26%,2%,-10
NCCc1ccn[nH]1,-1%,-10%,nt,14%,4%[29.3 µM],25%,-8%,42%,4
CCn1c(SCC(=O)Nc2ccccc2C(=O)OC)nc2ccsc2c1=O,4%,-14%,1%,8%[60.1 µM],3%,-1%,?,nt,-1
Cc1cc(N2C(=O)C(O)=C(C(=O)c3cc4ccccc4o3)C2c2cccc(Br)c2)no1 (centres undefined),-35%,-19%,?,-2%,-24%,-7%,45µM*,1%,-22
O=C1NC(=O)N(Cc2ccccc2)C1=O,-16%[56.9 µM],-5%,32%,-15%,0%,-4%,?,14%,-9
COc1ccc(NC(=S)NNC(=S)Nc2cccc(C(F)(F)F)c2)cc1,?,0%,-11%,-16%,?,0%,?,1%,0
COCCOC(=O)c1c(C)n(C)c2ccc(OC(=O)c3ccco3)cc12,-6%,5%,15%,19%,-11%,5%,-9%,4%,-3
COc1cc(/C=C2\SC(=O)N(CC(=O)Nc3ccc(C)cc3)C2=O)cc(Cl)c1OCC(=O)O,?,?,50µM*,?,-18%,4%,0%,5.3µM*,0
CCOc1ccc(CN2CCN(Cc3ccsc3)C(CCO)C2)cc1CO (centres undefined),-8%,2%,-10%,1%,-8%,-3%,-10%,0%,0
O=c1[nH]c(=O)n(C(c2ccccc2)c2ccccc2)cc1Br,8%,-6%,17%,-13%,-7%,-3%,-15%,17%,-2
Cc1ccc(S(=O)(=O)N(c2cccc(C(F)(F)F)c2)C2C=CS(=O)(=O)C2)cc1 (centres undefined),3%,1%,6%,-16%,0%,nt,-11%,-2%,-11
Cc1nnsc1C(=O)NC1CCCc2c1cnn2-c1cc(F)cc(F)c1 (centres undefined),23%,-13%,3%,-2%,-3%,-17%,-4%,8%,-13
CC1CCCN(c2nc3nonc3nc2N2CCCC(C)C2)C1 (centres undefined),-21%,-13%,-18%,-13%,1%,-13%,38%[activator],-5%,-4
COC(C[C@H]1O[C@@H]1[C@H](O)COCc1ccccc1)OC,14%,-7%,16%,-3%,-13%,0%,7%,2%,-14
COC(=O)CC1Oc2ccccc2N(Cc2ccc(C)cc2)C1=O (centres undefined),-30%[11.4 µM],-17%,10%,-8%,-11%,-12%,23%,-3%,2
COc1ccc(-n2nc(C(=O)NCC(=O)N(C)Cc3ccccc3)c3ccccc3c2=O)c(OC)c1,8%,3%,57%,-7%,-4%,-3%,-6%&-29%,-12%,-6&4
COc1ccc(C(=O)N2CCc3[nH]nc(-c4ccccc4)c3C2)cc1,-13%,-5%,0%,3%,-12%,6%,3%,52%[activator],0
COc1ccc(NC(=O)COC(=O)c2cc([N+](=O)[O-])ccc2N2CCOCC2)cc1,-20%,-19%,16%,-4%,-17%,-9%,-19%,19%,0
CCCCCOc1ccc(C2c3c(oc4ccccc4c3=O)C(=O)N2c2nc(C)c(C)s2)cc1OCC (centres undefined),-8%,-7%,-19%,-10%,-5%,0%,-16%,nt,-4
CCc1ccc(C(C)NC(=O)/C(C#N)=C\c2cn[nH]c2-c2ccccc2)cc1 (centres undefined),-3%,-9%,-13%,-12%,-22%,-16%,11%,-1%,1
O=C(Cn1cnc2ccccc2c1=O)Nc1nc2ccccc2s1,1%,1%,4%,-12%,-5%,-7%,4%,2%,-3
C[C@@H](C(O)c1ccccc1)N(C)C(=O)CCc1ccccc1 (some centres undefined),0%,-16%,0%,-17%,-3%,-12%,-9%,33%,-4
CC(C)(C)c1ccc(C(=O)NCC(=O)N2CCCC2)cc1,-1%,-17%,33%,-6%,5%,-5%,16%,-11%,-5
Cc1ccc(NCc2ccccc2OCc2ccccc2F)cc1,-12%,6%,-1%,-11%,6%,2%,0%,-10%,2
C/C(Cn1ncc(N2CCOCC2)c(Cl)c1=O)=N\O,-15%,-3%,25%,-5%,3%,-7%,0%,8%,-4
COc1ccccc1CN1CCC(n2nccc2NC(=O)c2ccccc2Cl)CC1,-2%,-14%,28%,7%,0%,-1%,-24%,29%,-2
Cc1nc(N2CCN(C(=O)c3ccco3)CC2)c2c3c(sc2n1)CCCC3,-5%,-5%,17%,-13%,5%,nt,?,-9%,2
CC(NC(=O)c1ccc2c(c1)sc1nc(-c3ccc(F)cc3)cn12)C12CC3CC(CC(C3)C1)C2 (centres undefined),4%,-10%,8%,6%,-4%,2%,?,nt,-9&2
C/C(=N\OC(=O)c1ccc(F)cc1)c1ccc(F)c(F)c1,-12%,1%,0%,-13%,3%,11%,156%[activator],31%[activator],1
Cc1nc(SCc2nc3ccc(Cl)cc3[nH]2)c2oc3ccccc3c2n1,-18%,-15%,nt,5%,nt,nt,-6%,6%,3
Cc1ccc(/C=C/C(=O)OCC(=O)NCc2cccs2)o1,-37%,-13%,nt,-9%,nt,0%,?,-20%,-6
CCC(C)NS(=O)(=O)c1ccc(OCC(=O)NCc2ccco2)cc1 (centres undefined),16%,?,-26%,-25%,-13%,-5%,0%,-3%,-6
O=c1[nH]c2ccccc2c2nc(-c3cccc(S(=O)(=O)N4CCCC4)c3)nn12,?,-7%,0%,11%,-4%,8%,5%,1%,-6
Fc1ccc2c(c1)C(c1ccncc1)=NNC(c1cccnc1)=N2,17%,11%,25%,-1%,-6%,-3%,-12%,-2%,0
Cc1cc(C)c(NC(=O)Cn2c(=O)n(CCC(C)C)c(=O)c3cccnc32)c(C)c1,-9%,-14%,-9%,-12%,-7%,2%,-10%,nt,0
COC(=O)c1sccc1NC(=O)c1c(Cl)cccc1Cl,13%,-3%,?,-10%,-17%,12%,?,2%,-1
CCOC(=O)Nc1cccnc1Sc1ccc(Cl)cc1,17%,-6%,nt,-7%,nt,14%,0%,nt,4
CCc1nnc(NC(=O)CSc2nccn2Cc2ccc(C)cc2)s1,30%,-5%,-25%,-4%[60.1 µM],?,5%,-1%,nt,-5
CN(c1ccccc1)S(=O)(=O)c1cccc(NC(=O)c2cc(=O)c3ccccc3o2)c1,-44%,-13%,1%,-13%,-23%,1%,-11%,-5%,-12
CSCCC(NC(=O)c1ccccc1Cl)C(=O)NCCOc1ccccc1 (centres undefined),5%,3%,nt,-15%,nt,12%,-32%,3%,-3
S=C(NCc1ccc(Cl)cc1Cl)Nc1ccccc1,-26%,-25%,-1%,-5%,-7%,12%,?,-6%,-17
CCC(=O)N1c2ccc(S(=O)(=O)N3CCN(c4cc(C)ccc4C)CC3)cc2CC1C (centres undefined),0%,-23%,24%,-2%,-9%,-2%,27%,17%,-4
CCc1ccc(N(C(=O)Cc2cccs2)C(C(=O)NC2CCCCC2)c2cn(C)nc2C)cc1 (centres undefined),-17%,-4%,41%[activator],-9%,-7%,-5%,0%,-11%,0
CCOC(=O)CCC(=O)O[C@H]1[C@H](O[C@@H]2[C@@H](C)[C@H](O[C@H]3C[C@@](C)(OC)[C@@H](O)[C@H](C)O3)[C@@H](C)C(=O)O[C@H](CC)[C@@](C)(O)[C@H](O)[C@@H](C)C(=O)[C@H](C)C[C@@]2(C)O)O[C@H](C)C[C@@H]1N(C)C,14%,-11%,-3%,0%,-10%,-11%,1%,5%,-8
CNC(=O)C(=O)Nc1ccc2c(c1)N(S(=O)(=O)c1cccs1)CCC2,-19%,-22%,nt,0%,nt,-4%,-21%,17%,2
COC(=O)[C@H](CCSC)NC(=O)N1CCN(Cc2ccccc2)CC1,9%,-10%,1%,-5%,-10%,4%,0%,-2%,-9
COc1ccc(CCNC(=O)c2ccc3c(c2)N(Cc2ccc(F)cc2)CCS3)c(OC)c1,13%[11.4 µM],-12%,-5%,6%,270%[activator],5%,-23%,56%[activator],-2
Cc1cc2cc(CN(Cc3ccco3)C(=O)C3CCCCC3)c(=O)[nH]c2cc1C,0%,-10%,33%,5%,-9%,3%,?,-3%,0
COCCn1c(SCC(=O)/C=C2\N(C)c3ccccc3C2(C)C)nnc1-c1ccncc1,-16%,-8%,36%,-5%,-10%,64%[activator],-16%,-1%,2

Some of these compounds in order of formula weight, highest first:
mol,RGS4 inh,POLH inh,Pol beta inh,Pol kappa inh,Anesthetic bind,ERG-DNA inh,12-LOX inh,APEX1 inh,LDHA inh
CCOC(=O)CCC(=O)O[C@H]1[C@H](O[C@@H]2[C@@H](C)[C@H](O[C@H]3C[C@@](C)(OC)[C@@H](O)[C@H](C)O3)[C@@H](C)C(=O)O[C@H](CC)[C@@](C)(O)[C@H](O)[C@@H](C)C(=O)[C@H](C)C[C@@]2(C)O)O[C@H](C)C[C@@H]1N(C)C,14%,-11%,-3%,0%,-10%,-11%,1%,5%,-8
Cc1cc2cc(CN(Cc3ccco3)C(=O)C3CCCCC3)c(=O)[nH]c2cc1C,0%,-10%,33%,5%,-9%,3%,?,-3%,0
COC(=O)[C@H](CCSC)NC(=O)N1CCN(Cc2ccccc2)CC1,9%,-10%,1%,-5%,-10%,4%,0%,-2%,-9
